Screens (PubChem)
Growth percent in the NCI-60 one-dose screen (48 h, 10 µM unless noted): 100 = growth as untreated, 0 = no growth, -100 = all killed.
HOP-62: HOP-62 NSCLC. actives 3.9% (n = 80,000). AID 1794735
M14: M14 melanoma; actives 6.2% (n = 80,000); AID 1794745
UACC-62: UACC-62 melanoma; AID 1794756; actives 5.4% (n = 81,000)
A549/ATCC: A549/ATCC NSCLC; actives 3.7% (n = 81,000); AID 1794740
HOP-92: HOP-92 NSCLC cells. AID 1794738. actives 6.3% (n = 71,000)
UACC-257: UACC-257 melanoma | actives 4.4% (n = 78,000)
MALME-3M: MALME-3M melanoma | AID 1794766 | actives 5.8% (n = 78,000)
EKVX: EKVX NSCLC. actives 3% (n = 71,000)
Numbers without * were called inactive; nt = no result given; & = joins results of further samples. Rule for the calls: active = growth percent below 10; inactive = the rest.

SMILES	HOP-62	M14	UACC-62	A549/ATCC	HOP-92	UACC-257	MALME-3M	EKVX
Cc1csc(/N=C(N)/N=C(\N)c2cccc(F)c2)n1	108	109	100	108	87	116	104	102
O=C(Nc1cccc(Cl)c1)OCCOCCOC(=O)Nc1cccc(Cl)c1	100	99	77	87	74	99	88	91
Nc1ccn(Cc2nnc(CCC(=O)c3nc4ccccc4[nH]3)o2)c(=O)n1	82	90	66	64	66	101	91	84
CCCOC(=O)c1c(C)n(C)c2scc[n+]12	nt	nt	84	63	30	79	92	43
Cc1ccc(S(=O)(=O)N2CCN(S(=O)(=O)c3oc(-c4ccccc4)nc3C#N)CC2)cc1	100	85	45	75	93	73	93	82
O=S(=O)(O)c1cc2ccc1ccc1ccc(cc1S(=O)(=O)O)n1on1c1ccc(ccc3ccc(cc3S(=O)(=O)O)nn2)c(S(=O)(=O)O)c1	89	110	97	113	105	108	97	nt
CC(=O)Oc1ccc(S(=O)(=O)c2ccc(OC(C)=O)c(C)c2)cc1C	98	98	102	93	64	88	100	108
O=C(N1CCN(c2ccccc2)CC1)N1CCN(c2ccccc2)CC1	85	90	97	109	78	121	90	97
Cc1c2c(c(C#N)c(=O)n1Cc1ccccc1)CCCC2	90	107	82	100	107	102	98	97
Oc1ccccc1C=NC1CCCCC1	87	98	106	101	96	102	99	123
FC(F)(F)c1cc(-c2nnc3n2N=C(Cl)CS3)cc(C(F)(F)F)c1	99	85	101	nt	102	nt	99	nt
Cc1cc2c(C(C)C)c(O)c(O)c(C=Nc3ccccc3[N+](=O)[O-])c2c(O)c1-c1c(C)cc2c(C(C)C)c(O)c(O)c(C=Nc3ccccc3[N+](=O)[O-])c2c1O	83	88	96	52	61	93	94	61
CC(=O)CC(=O)Nc1ccc(C)cc1C	91	87	104	106	91	106	96	99
CC(C)(C)NC(=O)C1(N2C(=O)c3ccccc3C2=O)CCCC1	108	101	95	97	98	116	nt	107
O=C(Nc1cccc2ccccc12)c1ccco1	96	114	95	98	83	nt	132	nt

Structural class, those above with two or more sulfur atoms
SMILES	HOP-62	M14	UACC-62	A549/ATCC	HOP-92	UACC-257	MALME-3M	EKVX
Cc1ccc(S(=O)(=O)N2CCN(S(=O)(=O)c3oc(-c4ccccc4)nc3C#N)CC2)cc1	100	85	45	75	93	73	93	82
O=S(=O)(O)c1cc2ccc1ccc1ccc(cc1S(=O)(=O)O)n1on1c1ccc(ccc3ccc(cc3S(=O)(=O)O)nn2)c(S(=O)(=O)O)c1	89	110	97	113	105	108	97	nt

(more compounds)
SMILES	HOP-62	M14	UACC-62	A549/ATCC	HOP-92	UACC-257	MALME-3M	EKVX
NC1=NN=C(N)C1=Cc1cc2ccccc2n2nnnc12	97	111	93	103	87	98	108	77
COc1ccc2nc(C)cc(S(=O)Cc3nccc(OCC(F)(F)F)c3C)c2c1 (stereo not drawn)	109	nt	90	105	100	89	92	103
NCCCC[C@H](NC(=O)[C@@H]1CCCN1C(=O)Cc1ccc(Br)c2ccccc12)C(=O)N[C@@H](CCCN=C(N)N)C(N)=O	97	96	95	nt	89	nt	99	93
Cc1oc2nc[nH]c(=O)c2c1C(=O)/C=C/c1ccc(Cl)cc1Cl	93	94	54	79	96	nt	100	117
CCOC(=O)/C(Cc1ccnc2ccccc12)=N/O	90	109	94	88	87	97	nt	86
Cn1c(O)c(/C=C2\C=Nc3ccccc32)s/c1=N/c1nccs1	81	108	93	87	60	119	118	60
COc1c(O[C@@H]2OC(C)[C@@H](O)[C@H](O)C2O)cc2oc3cc(O)c(CC=C(C)C)c(O)c3c(=O)c2c1CC=C(C)C (stereo partly drawn)	71	77	78	63	78	97	103	82
O/N=C(/CCc1ccccc1)c1ccccc1	113	102	95	99	77	95	98	99
CC(C)CC(=O)C1C(=O)c2ccccc2C1=O	107&110	112&110	104	106&89	107	116&84	105&97	112&106
Cn1cc(C2=C(c3coc4cc(Br)ccc34)C(=O)N(O)C2=O)c2ccccc21	89	90	78	100	72	97	92	77
O=C1CCCC(=O)O1	92	101	98	83	99	78	99	111
CN(C)S(=O)(=O)c1ncnc2nc[nH]c12	88	104	107	89	98	101	112	104
CN1C(=O)N(C)C2C1NN=c1s/c(=C\C(=O)O)c(=O)n12 (stereo not drawn)	101	nt	100	103	105	111	109	104
CCN(CC)CC(Oc1ccccc1OC)C(=O)c1ccccc1 (stereo not drawn)	102	96	102	103	nt	100	103	92
CC(=O)C1=C(C)NC(NN)=NC1c1cccc([N+](=O)[O-])c1 (stereo not drawn)	99	nt	93	103	95	111	107	102
CCOC(=O)C1N(Cc2ccccc2)C(=O)c2c(Cl)cc(Cl)cc2N2CCC(=O)C12C(=O)OCC (stereo not drawn)	98	109	100	108	74	119	97	97
CC1(C)C(=O)/C(=C\c2cc(C(F)(F)F)cc(C(F)(F)F)c2)C[C@]2(C)[C@H]3CC[C@@H]4[C@@H](C(=O)/C=C\c5cc(C(F)(F)F)cc(C(F)(F)F)c5)CC[C@@]4(C)[C@]3(C)CC[C@@H]12	93	94	96	105	104	114	103	97
CC(=O)NNC(=O)c1ccccn1	94	94	102	106	104	nt	96	103
COc1cc(C)ccc1Oc1nc(Nc2ccc(N3CCOCC3)cc2)ncc1N=Cc1cc(C(F)(F)F)cc(C(F)(F)F)c1	61	78	81	70	68	79	92	82
CN1C(=O)C(C(=O)/C=C/c2ccc(Cl)cc2)C(=O)N(C)C1=O	101	95	88	90	100	83	95	111
Cc1cn2c(/C=C3/C(=O)Nc4c3ccc3ccccc43)c(C(F)(F)F)nc2s1	27	8.7*	32	20	21	54	42	44
COc1cc(C(=O)c2ccccc2C(=O)O)c(OC)c2c1CCCC2	106	98&94	101&96	101&98	96	99&96	97&91	88
O=c1[nH]c2ccccc2cc1CNc1ccc(Nc2nccc(-c3ccc(Cl)cc3)n2)cc1	91	88	77	57	72	102	84	90
O=C(OCC(O)C(O)C(O)C(SCc1ccccc1)SCc1ccccc1)c1ccccc1 (stereo not drawn)	105	102	93	90	97	108	nt	106
CCCCCC1(C)NCCO1 (stereo not drawn)	123	111	93	94	83	101	106	107
CC(=O)NC(Cc1cnc[nH]1)C(=O)O (stereo not drawn)	93	103	107	103	103	109	127	nt
Brc1ccccc1Nc1ccc2nnc(-c3ccncc3)n2n1	95	101	108	101	nt	106	100	nt
CN(C)c1ccc(/C=C/C#N)cc1	96	111	102	102	nt	99	108	nt
Cc1ccc2nc(NC(=O)CSc3nc(Nc4ccc([N+](=O)[O-])cc4)c(C#N)c(-c4ccccc4)n3)sc2c1	96	114	86	94	91	105	110	91
Cc1ccc(C(=O)Nc2ccc3c(c2)CN(C2CCC(=O)NC2=O)C3=O)cc1 (stereo not drawn)	105	102	92	86	84	107	106	85

Four records drawn at random from those above, as already listed:
SMILES	HOP-62	M14	UACC-62	A549/ATCC	HOP-92	UACC-257	MALME-3M	EKVX
CC(=O)NNC(=O)c1ccccn1	94	94	102	106	104	nt	96	103
CC(=O)C1=C(C)NC(NN)=NC1c1cccc([N+](=O)[O-])c1 (stereo not drawn)	99	nt	93	103	95	111	107	102
Cc1oc2nc[nH]c(=O)c2c1C(=O)/C=C/c1ccc(Cl)cc1Cl	93	94	54	79	96	nt	100	117
Nc1ccn(Cc2nnc(CCC(=O)c3nc4ccccc4[nH]3)o2)c(=O)n1	82	90	66	64	66	101	91	84

Next part
SMILES	HOP-62	M14	UACC-62	A549/ATCC	HOP-92	UACC-257	MALME-3M	EKVX
CC(=O)c1ccc(NC(=O)CSc2nnc(-c3ccc4nc(-c5ccccc5)[nH]c4c3)o2)cc1	100	106	94	109	95	114	90	93
c1ccc(C2=Nc3ccccc3SC2)cc1	113	103	97	96	62	105	99	87
C#CCOc1cccc(/C(N)=N/C(N)=N/c2nc3ccccc3s2)c1	-36*	96	92	11	125	107	111	74
CCn1c(SCC(=O)c2ccccc2)nnc1-c1ccncc1	102	99	94	105	89	103	90	98
CCCc1[nH]nc2c1C(c1ccco1)C(C#N)=C(N)O2 (stereo not drawn)	100	nt	94	95	115	82	103	nt
BrCCCOc1ccc(Nc2ncnc3c2cnn3-c2ccccc2)cc1	nt	100	91	91	nt	nt	112	83
c1ccc(N=N/C(=N/Nc2ccccc2)c2ccccc2)cc1	88	101	105	92	97	94	nt	nt
CC(C)c1oc2ccccc2c1C(=O)c1ccc(O)cc1	90	91	73	78	84	85	65	72
Cc1cn(C2CC(O)C(O)C(CO)O2)c(=O)[nH]c1=O (stereo not drawn)	91	106	108	102	98	nt	100	nt
Cc1cccc(/C=C(\C#N)C(=O)c2ccccc2)c1	101	103	100	97	101	105	116	95
CC(C)(C)c1ccc([N+](=O)[O-])cc1[N+](=O)[O-]	91	100	105	107	104	102	99	95
O=C1/C(=C/c2c(Cl)cccc2Cl)CN(S(=O)(=O)c2ccccc2)C/C1=C\c1c(Cl)cccc1Cl	100	66	60	67	54	nt	90	nt
Cc1ccc(C(c2ccc(C)c(C)c2)C(O)C(O)C(O)C(O)CO)cc1C (stereo not drawn)	96	99	94	99	102	95	99	99
Cc1c(Cl)cccc1NS(=O)(=O)c1ccccc1	112	105	102	104	89	95	124	114
C=CCCCCCCCCC1OCC(CC)(CCCC)CO1 (stereo not drawn)	103	100	nt	95	85	87	103	98
COc1ccc(-c2c(C(N)=O)c(N)n(Cc3nc4ccccc4[nH]3)c(=O)c2C#N)c(OC)c1	95	102	92	102	101	112	93	95
Nn1c(SCC(=O)Nc2ccc(F)cc2)nnc1-c1ccc(NC(=O)c2cccnc2)cc1	101	100	96	105	91	102	102	107
COc1cc(-c2cc(/C=C/C(=O)c3ccc(N)cc3)[nH]n2)cc(OC)c1OC	24	35	21	1.3*	nt	29	58	nt
N#Cc1c(C(C#N)C#N)nc2sc3cc(Cl)c(Cl)cc3n2c1=N	106	113	91	112	72	101	127	78
CC(=O)On1c(-c2ccccc2-c2nc3ccccc3n2OC(C)=O)nc2ccccc21	104	98	58	96	86	64	nt	90
CC/C(C)=N\O	nt	100	102	106	83	101	96	nt
Clc1ccc(-c2cn3cc(Cc4ccc(Cl)c(Cl)c4)sc3n2)cc1	70	20	18	61	82	52	86	70
CCOC(=O)c1c(N)sc2cc(OC(C)=O)c(Br)cc12	107	97	95	101	74	105	98	94
O=C1c2ccc(S(=O)(=O)O)cc2C(=O)c2ccc(S(=O)(=O)O)cc21	107	nt	98	101	92	103	106	94
c1ccc(-n2ccc(-c3nn[nH]n3)n2)cc1	102	107	109	110	95	106	107	112
O=C(CSc1nnc(-c2ccc3nc(-c4ccc(Cl)cc4)[nH]c3c2)o1)Nc1ccc(Cl)cc1	-56*	-51*	-87*	-58*	-6.4*	-33*	-79*	6.0*
O=C1Cc2ccccc2C1=O	97	103	87	101	73	102	99	104
c1ccc(NP2(Nc3ccccc3)=NP(Nc3ccccc3)(Nc3ccccc3)=NP(Nc3ccccc3)(Nc3ccccc3)=N2)cc1	59	70	61	81	69	87	63	84
O=C(CC(=O)c1ccc(F)cc1)Nc1ccccc1C(=O)O	104	105	99	103	106	105	109	102
C[C@]12C/C(=C/O)C(=O)C[C@@H]1CC[C@@H]1[C@@H]2CC[C@]2(C)OC(=O)/C(=C\O)C[C@@H]12	112	104	93	102	72	98	105	nt

Three structures already listed, arranged by formula weight, falling.
SMILES	HOP-62	M14	UACC-62	A549/ATCC	HOP-92	UACC-257	MALME-3M	EKVX
NCCCC[C@H](NC(=O)[C@@H]1CCCN1C(=O)Cc1ccc(Br)c2ccccc12)C(=O)N[C@@H](CCCN=C(N)N)C(N)=O	97	96	95	nt	89	nt	99	93
N#Cc1c(C(C#N)C#N)nc2sc3cc(Cl)c(Cl)cc3n2c1=N	106	113	91	112	72	101	127	78
CC(=O)NC(Cc1cnc[nH]1)C(=O)O (stereo not drawn)	93	103	107	103	103	109	127	nt

Taken from the listing, 5 compounds:
SMILES	HOP-62	M14	UACC-62	A549/ATCC	HOP-92	UACC-257	MALME-3M	EKVX
O=C(CSc1nnc(-c2ccc3nc(-c4ccc(Cl)cc4)[nH]c3c2)o1)Nc1ccc(Cl)cc1	-56*	-51*	-87*	-58*	-6.4*	-33*	-79*	6.0*
O=C1Cc2ccccc2C1=O	97	103	87	101	73	102	99	104
c1ccc(NP2(Nc3ccccc3)=NP(Nc3ccccc3)(Nc3ccccc3)=NP(Nc3ccccc3)(Nc3ccccc3)=N2)cc1	59	70	61	81	69	87	63	84
O=C(CC(=O)c1ccc(F)cc1)Nc1ccccc1C(=O)O	104	105	99	103	106	105	109	102
C[C@]12C/C(=C/O)C(=O)C[C@@H]1CC[C@@H]1[C@@H]2CC[C@]2(C)OC(=O)/C(=C\O)C[C@@H]12	112	104	93	102	72	98	105	nt
